M5 ag: CHRM5 agonism in calcium assay; P08912; CHO-K1 hM5 cells, Fluo-8 calcium fluorescence; 0% DMSO wells, 100% maximal acetylcholine response; activation, % at 3 µM; 0.19% of 360,000 active; AID 624037;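 active = activation above the run's mean over test compounds plus 3 SD, cut at about 23% in these data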;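 note: signal is peak over basal fluorescence ratio across the kinetic read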
Target sequence (P08912 whole entry, looked up): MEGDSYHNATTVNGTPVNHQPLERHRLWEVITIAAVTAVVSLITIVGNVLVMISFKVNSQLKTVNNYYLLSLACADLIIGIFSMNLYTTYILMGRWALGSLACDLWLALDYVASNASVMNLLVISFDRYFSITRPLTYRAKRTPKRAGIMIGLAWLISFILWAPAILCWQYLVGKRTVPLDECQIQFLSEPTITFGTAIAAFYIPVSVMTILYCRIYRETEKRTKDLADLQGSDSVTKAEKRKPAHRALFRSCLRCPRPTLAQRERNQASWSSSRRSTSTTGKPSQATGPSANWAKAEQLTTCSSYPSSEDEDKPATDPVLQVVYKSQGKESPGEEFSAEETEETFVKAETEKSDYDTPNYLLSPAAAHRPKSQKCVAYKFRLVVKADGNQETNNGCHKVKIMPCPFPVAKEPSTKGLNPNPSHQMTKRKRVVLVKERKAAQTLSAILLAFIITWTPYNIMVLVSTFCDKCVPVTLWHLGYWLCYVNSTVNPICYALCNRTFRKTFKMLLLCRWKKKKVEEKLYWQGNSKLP
M4 antag: antagonists of human muscarinic M4 receptor (CHRM4); AID 624125; inhibition, % at 3 µM; 0.73% of 360,000 active; P08173; CHO-hM4 cells, ACh EC80, Fluo-8 calcium fluorescence;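 active = inhibition above its plate's cutoff, the mean inhibition of sample wells plus 3 SD, cut at about 27% in these data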;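 note: 0% = acetylcholine EC80 with DMSO and 100% = DMSO without agonist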
CHRM4 agonist: agonists of human muscarinic M4 receptor (CHRM4); P08173; CHO-K1 hM4/Gqi5, Fluo-8 calcium fluorescence; vehicle 0%, full acetylcholine response 100%; activation, % at 3 µM; 0.14% of 360,000 active;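 active = activation above the run mean over all test wells plus 3 SD, cut at about 32% in these data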;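 note: peak over basal fluorescence ratio per well then scaled between controls; 0% = DMSO wells and 100% = acetylcholine at EC100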
M5 antag: blocks acetylcholine activation of human M5 receptor | P08912 | CHO-hM5 cells, Fluo-8 calcium fluorescence, ACh EC80 | AID 624040 | 0.59% of 360,000 active | inhibition, % at 3 µM;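 active = inhibition above a per-plate cutoff, the mean of that plate's test compounds plus 3 SD, cut at about 27% in these data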;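 note: 0% = acetylcholine EC80 with DMSO and 100% = DMSO without agonist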
CRFR2-BP antag: blocks CRF-induced signaling of the CRF-BP/CRF-R2 complex; HEK293 CRF-R2/CRF-BP, CRF-induced calcium fluorescence; inhibition, % at 11.8 µM; 0.59% of 350,000 active;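 active = inhibition of the ligand-induced calcium signal above about 50% at the single tested concentration, limit read from the data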
CHRM4 PAM: positive allosteric modulators of human muscarinic M4 receptor. CHO-K1 hM4/Gqi5, Fluo-8 calcium fluorescence, ACh EC20; 0% = ACh EC20, 100% = maximal ACh. activation, % at 3 µM. 0.4% of 360,000 active;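 active = activation above its plate's cutoff, the mean activation of sample wells plus 3 SD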; note: some results filed as inactive read as strong as hits
CHRM1 PAM: positive allosteric modulators of human M1 muscarinic receptor; P11229; CHO-K1 hM1, Fluo-8 calcium fluorescence, ACh EC20; 0% = ACh EC20, 100% = maximal ACh; activation, % at 3 µM; 0.088% of 360,000 active; AID 588819; in the data active = activation above about 19%, passing the limit was not always enough
Target sequence (P11229 whole entry, looked up): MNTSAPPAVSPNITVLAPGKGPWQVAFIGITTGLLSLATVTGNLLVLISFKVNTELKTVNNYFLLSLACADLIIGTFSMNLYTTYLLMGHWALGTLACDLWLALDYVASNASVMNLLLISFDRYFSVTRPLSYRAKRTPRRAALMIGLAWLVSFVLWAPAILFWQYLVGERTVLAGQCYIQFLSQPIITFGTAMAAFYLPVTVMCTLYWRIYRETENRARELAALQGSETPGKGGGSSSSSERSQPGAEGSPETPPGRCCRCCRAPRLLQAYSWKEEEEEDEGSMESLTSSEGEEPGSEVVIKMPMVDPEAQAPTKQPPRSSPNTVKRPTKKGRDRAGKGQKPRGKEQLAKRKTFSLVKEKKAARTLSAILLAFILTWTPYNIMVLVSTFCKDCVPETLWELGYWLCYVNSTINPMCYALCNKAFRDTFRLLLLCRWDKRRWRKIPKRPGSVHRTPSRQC
M5 PAM: CHRM5 positive allosteric modulation. P08912. CHO-K1 hM5, Fluo-8 calcium, ACh EC20 PAM; 0% = ACh EC20, 100% = ACh EC100. activation, % at 3 µM. 0.3% of 360,000 active;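 active = activation above the run cutoff, the mean activation of all test compounds plus 3 SD, cut at about 18% in these data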
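System: CHO-K1 hM5 cells. Reagent: acetylcholine, EC20 level. Compound dosing: single dose, 3 µM nominal final test concentration. Timing: Post-acetylcholine fluorescence recording 140 s. Detection: Fluo-8 calcium fluorescence. Read-out: % activation, ACh-normalized. Benchmarks: ACh EC20 and EC100 wells. Repeats: singlicate, one well per test compound.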
CRFBP-R2 agonist: CRF-BP/CRF-R2 complex agonism | 0.46% of 350,000 active | HEK293 CRF-R2/CRF-BP, calcium dye fluorescence (FLIPR); percent of saturating CRF peptide response | activation, % at 13.2 µM | AID 588473;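 active = activation of at least 50%, plus an integration ratio under a set limit after plate pattern correction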;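 note: plate controls were neutral control wells without compound for no effect and CRF at EC100 for full effect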
The depositor's hits bear a star; . = not tested or not shown. No enrichment for hits; any-hit rate near 2.6%.

SMILES	M5 ag	M4 antag	CHRM4 agonist	M5 antag	CRFR2-BP antag	CHRM4 PAM	CHRM1 PAM	M5 PAM	CRFBP-R2 agonist
CCN(CC(=O)Nc1ccc2c(c1)OCCO2)C(=O)c1cccc(OCC(C)C)c1	-2	-1	7	8	-2	-1	7	-1	-0.2
Cc1cc(N)ccc1-n1nc2ccccc2n1	-5	-11	0	0	15	2	3	7	-0.9
CC(C)C[C@@H]1COc2cc(N3CCC[C@@H]3CO)ccc2S(=O)(=O)N1	0	-18	2	-12	.	10	.	-6	.
CCc1cccc(NS(=O)(=O)c2ccc3c(c2)oc(=O)n3C)c1	-2	14	6	1	28	-18	-1	-4	-2.3
CCCOc1ccc(C(=O)Nc2ccc3c(c2)OCCO3)cc1	1	-18	5	5	1	0	18	0	-1.0
COc1ccc(CCNC(=O)CSc2nc3[nH]c(=O)cc(O)c3s2)cc1	4	2	0	6	-3	6	8	-4	2.0
O=C(CN1CCCC1c1cccs1)Nc1cc(S(=O)(=O)N2CCCC2)ccc1Cl (stereo not drawn)	1	-11	1	2	17	3	-1	1	3.6
COc1ccccc1N1CCN(Cc2ccco2)CC1	1	7	0	0	14	-10	1	-3	0.2
CC(C)n1c(N2CCN(C(=O)N3CCCCC3)CC2)nc2ccccc21	-2	4	1	-2	1	4	10	-4	-1.5
CCOC(=O)C1=C(C)N=c2s/c(=C\c3ccncc3)c(=O)n2C1c1ccc2c(c1)OCO2 (stereo not drawn)	0	10	0	-1	-19	-2	-1	5	3.7
CCOC(=O)c1c(NC(=O)c2cc3n(n2)C(C(F)(F)F)CC(c2cccs2)N3)sc(C)c1C (stereo not drawn)	-1	-1	1	2	31	-1	-1	-2	-0.5
O=C(Nc1ccc2oc(-c3cccnc3)nc2c1)c1ccco1	3	8	3	-5	12	5	5	-1	1.1
CCCn1c(-c2nonc2N)nc2ccccc21	-3	6	0	2	-39	3	13	3	-5.2
O=C(Nc1nc(-c2ccccc2)cs1)c1ccco1	11	7	0	-8	-3	-5	5	-1	-0.7
CN(Cc1ccccc1)c1nc2c(c(=O)[nH]c(=O)n2C)n1CCSc1nc2ccccc2[nH]1	-9	-15	4	-5	-8	1	-1	-8	-1.1
Cc1cc2c(c(=O)n1CCN(C)C)C(c1ccccc1Br)C(C#N)=C(N)O2 (stereo not drawn)	-3	-4	0	4	10	4	8	-1	4.8
COCCCNC(=O)C1Cc2cc(S(=O)(=O)N3CCCC3)ccc2N1C(C)=O (stereo not drawn)	-3	5	-1	12	-5	1	3	-7	2.3
Nc1ccc2ncccc2c1	-3	8	3	5	-6	8	-13	-10	-0.9
CCC(CC)C(=O)N1CC(=O)Nc2ccc(F)cc2C1c1ccc(F)cc1 (stereo not drawn)	-2	-8	1	0	-18	6	6	-2	0.0
COc1ccc(C(=O)Nc2ccc(SC(F)F)cc2)cc1	0	-2	9	-4	12	-7	-1	-4	1.9
CC1CCN(C(=O)COC(=O)c2cccs2)CC1	0	-4	1	13	4	5	10	0	2.2
N#Cc1c(N)sc(=S)c2c1CCCC2	1	-2	0	5	-8	-6	6	-4	-4.8
Cc1nnc(N/N=C\c2ccc(-c3cccc(C(=O)O)c3)o2)n1N	0	10	1	-2	12	-6	11	-5	10.0
Cc1cccc(N2CCN(C(=O)c3ccnn3C)CC2)c1C	-1	0	2	-5	-60	-2	9	2	50
CCN1C(=O)[C@H]2[C@@H](c3ccc(-c4ccc(Cl)c(Cl)c4)cc3)N[C@@](Cc3ccccc3)(C(=O)OC)[C@H]2C1=O	3	-1	2	3	-10	20	5	5	3.2
CCN(CCn1cccn1)C(=O)CC1C(=O)NCCN1Cc1cccc(OC)c1OC (stereo not drawn)	-5	-11	0	0	5	1	9	-1	0.9
O=C(Nc1ccc(F)c(Cl)c1)Nc1cnccn1	2	8	1	3	15	-7	-2	-2	1.8
COc1ccc(NC(=O)[C@H](Cc2c[nH]c3ccccc23)NC(=O)[C@@H]2Cc3ccccc3CN2)cc1	2	-4	1	4	-4	-1	9	-2	0.4
COC(=O)[C@H](Cc1ccccc1)[C@@H](C)OS(N)(=O)=O	0	6	3	8	-2	5	5	-2	0.1
O=C(O)c1ccccc1NCCO	1	6	1	-2	2	2	6	9	-0.8
N#Cc1c(SCC(=O)N2CCCCC2)nsc1SCC(=O)N1CCCCC1	-3	-1	2	3	7	0	-2	1	-1.4
O=C(O)c1cccc(N2C(=O)c3cc([N+](=O)[O-])cc4cc([N+](=O)[O-])cc(c34)C2=O)c1	-3	-16	0	9	10	-3	2	0	7.0
CC(OC(=O)C1CCCCC1)C(=O)Nc1cccc(Cl)c1 (stereo not drawn)	-4	1	0	9	-28	-7	0	-2	-0.7
CC(C)(C)c1ccc(SCC(N)=O)cc1	-3	0	0	-2	-3	16	8	10	-2.1
Cc1ccccc1-c1nn2c(-c3ccccc3)nnc2s1	-3	-1	2	3	-33	8	4	-2	-2.9
CC(O)CSc1nc2c(c(=O)[nH]c(=O)n2C)n1CC(O)COc1ccccc1 (stereo not drawn)	1	0	2	-5	-12	0	5	6	-0.7
CC(NC(=O)c1ccccc1F)c1nnc(SCC(=O)Nc2nccs2)n1C (stereo not drawn)	3	17	2	-6	10	1	5	1	-0.8
CCOC(=O)c1c(NC(=O)C2CC(Cl)=CCC2C(=O)O)sc2c1CC(C)(C)OC2 (stereo not drawn)	0	2	0	2	14	0	-1	3	0.4
CCCCc1c(-c2cccc(Cl)c2)ncn1CCc1ccccc1OC	0	11	-1	2	.	-11	.	-11	.
COc1ccc(NC2CS(=O)(=O)CC2NCc2ccco2)cc1 (stereo not drawn)	-3	-1	1	11	3	-6	8	-14	0.6
COc1ccc(-c2ccc3oc(-c4ccsc4)cc(=O)c3c2)cc1F	5	-5	2	-1	-4	11	6	-4	1.2
CCS(=O)(=O)N1CCC(C(=O)NCc2ccccn2)CC1	-1	-2	1	-1	9	9	4	2	0.0
Cc1cc(C(=O)NC2CCCCC2)c2cc(F)ccc2n1	-4	-1	1	-5	-9	3	4	6	-0.2
O=C(NC1CCCCC1)C1CCN(C(=O)c2ccccc2Cl)CC1	-1	6	1	-5	-6	-5	14	11	-0.6
COc1ccc(OC)c(NC(=O)c2ccc(-c3cccs3)cc2)c1	-5	0	-1	-14	14	-6	1	-4	-0.5
O=C(CN1CCCCCC1)Nc1ccc(S(=O)(=O)N2CCOCC2)cc1	-3	-7	1	3	3	5	1	8	-1.7
Cc1ccccc1NC(=O)C1CCN(S(=O)(=O)c2ccc3c(c2)NC(=O)C(C)S3)CC1 (stereo not drawn)	-2	-17	4	6	4	-7	-2	-4	1.4
c1ccc(CNc2nc(Oc3ccncc3)c3sccc3n2)cc1	1	-7	2	-7	.	2	0	1	.

Compound profiles, as listed above:
Record of COc1ccc(OC)c(NC(=O)c2ccc(-c3cccs3)cc2)c1 : M5 ag = -5; M4 antag = 0; CHRM4 agonist = -1; M5 antag = -14; CRFR2-BP antag = 14; CHRM4 PAM = -6; CHRM1 PAM = 1; M5 PAM = -4; CRFBP-R2 agonist = -0.5
Record of CCCCc1c(-c2cccc(Cl)c2)ncn1CCc1ccccc1OC : M5 ag = 0; M4 antag = 11; CHRM4 agonist = -1; M5 antag = 2; CRFR2-BP antag = .; CHRM4 PAM = -11; CHRM1 PAM = .; M5 PAM = -11; CRFBP-R2 agonist = .

More compounds follow.
SMILES	M5 ag	M4 antag	CHRM4 agonist	M5 antag	CRFR2-BP antag	CHRM4 PAM	CHRM1 PAM	M5 PAM	CRFBP-R2 agonist
O=C(O)c1ccccc1C=NNc1ccc([N+](=O)[O-])cn1	3	0	0	15	-3	4	5	4	1.7
CCOC(=O)c1c(NC(=O)c2ccccc2C(=O)O)sc2c1CCC2	0	9	0	9	7	3	4	4	0.8
Clc1cccc(CN2CCN(c3ncccn3)CC2)c1Cl	4	2	0	-15	5	-5	5	7	-0.5
CCC(c1nnnn1C1CCCC1)N1CCN(Cc2ccccc2)CC1 (stereo not drawn)	-13	1	1	3	103*	-4	-7	6	-1.4
CCOC(=O)C(Cc1ccccc1)C(=O)Nc1ccc(N(CC)CC)cc1 (stereo not drawn)	-9	16	0	11	29	-12	-25	-5	-0.5
CCOC(=O)c1c(C)c(C(=O)NCc2ccccn2)c(C)n1CC	2	-5	2	-8	3	4	1	6	0.2
COc1ccc(CC(=O)N/N=C/c2cccnc2)cc1OC	-3	4	1	2	6	1	12	0	0.2
COc1ccc(CCNC(=O)COC(=O)c2cccs2)cc1OC	-3	-12	2	-11	-2	4	10	3	-0.2
O=C(CSc1nc(-c2ccccc2)ns1)N1CCOCC1	5	1	1	5	-1	-2	10	5	1.9
CCN(C(=O)COC(=O)c1c(C)nn(-c2ccccc2)c1Cl)c1c(N)n(Cc2ccccc2)c(=O)[nH]c1=O	0	-4	0	3	15	-3	2	-1	-0.5
C=CCNCCCOc1ccc(C)cc1Br	-2	2	3	-3	-20	4	3	2	1.1
Cc1ccc(S(=O)(=O)N2CCCCC2)cc1C(=O)NCc1ccc(S(N)(=O)=O)cc1	1	9	1	11	20	2	5	3	-4.4
C/C(=N\Nc1cc(C)nc(NCc2ccccc2)n1)c1ccc([N+](=O)[O-])cc1	-11	7	0	23	0	-2	-15	-10	-1.8
CCCCC1Cc2[nH]c(=S)[nH]c(=O)c2C(c2cccc3ccccc23)O1 (stereo not drawn)	1	6	4	4	.	-3	.	-7	.
COC(=O)c1oc2ccc(Cl)cc2c1-n1cccc1	-6	-5	-2	-2	27	7	5	4	-3.4
N=c1c2c3c(sc2ncn1CCN1CCOCC1)CCCC3	1	-3	3	7	-8	-8	-3	-8	0.0
COc1cc(NC(=O)c2ccccc2NS(=O)(=O)c2ccc(Cl)s2)cc(OC)c1	2	-7	10	14	91*	3	-4	-13	59*
c1ccc(-c2ccccc2OCCCCn2ccnc2)cc1	-20	-1	5	8	7	-7	-19	-14	-0.2
S=c1[nH]nc(COc2ccccc2)n1Cc1ccccc1	-6	-4	8	4	-2	-2	-6	-6	2.1
O=C(CCc1c[nH]c2ccccc12)N1CCN(S(=O)(=O)c2ccc(F)cc2)CC1	2	-17	8	5	4	4	4	0	0.0
O=C(O)CCN1C(=O)c2ccc(NC(=O)CSc3ccc(Cl)cc3)cc2C1=O	2	-5	0	1	-1	6	10	6	-1.5
CCC1(C)CC(C(CC(=O)O)c2ccc(C)cc2)CCO1 (stereo not drawn)	0	-10	2	1	12	1	1	-10	-0.3
CCCN1CCC(C)(C(=O)Nc2ccccc2Oc2ccccc2)C1 (stereo not drawn)	-3	-15	0	0	.	-3	-7	-6	.
COc1cc(Br)c(/C=C/c2ccc3cccc(O)c3n2)cc1OC	0	3	13	12	7	-7	1	-5	-0.6
CC(=O)Nc1ccc(-c2ccc(NC(C)=O)cc2)cc1	-3	8	1	11	-3	-2	7	-5	-1.3
CCOC(=O)C1=CCN(S(=O)(=O)c2ccccc2F)C1c1ccc(F)cc1 (stereo not drawn)	-5	-26	3	-5	.	2	1	2	.
O=C(Nc1ccc2c(c1)C(=O)N(C1CCCCC1)C2=O)C1CCCO1 (stereo not drawn)	7	-6	1	-6	2	20	-2	1	-0.9
COc1ccc(S(=O)(=O)N2CCC(C(=O)NC3CC3)CC2)cc1OC	-3	1	1	5	-8	-5	3	-2	-0.1
Cc1ccc(C2(C)NC(=O)N(CC(=O)Nc3ccc4c(c3)CCC4)C2=O)cc1 (stereo not drawn)	7	-2	7	2	-18	3	5	-2	-0.5
